Cardio protect – protects H9c2 cardiomyocytes from peroxide injury; AID 588492; protection from H2O2 cell death, % at 20 µM; H2O2 injury protection, ATPLite, 2 h; 360,000 tested, 0.63% active;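 active means compounds giving at least 50% protection of heart cells from peroxide-induced death in the single-dose screen, raw or plate-pattern-corrected value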;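 further: 0% = DMSO wells with peroxide and 100% = DMSO wells without peroxide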
iPSC survival up – enhancers of human iPSC single-cell survival; AID 602274; survival enhancement, % at 20 µM; 360,000 tested, 0.044% active; hiPSC single-cell survival, ATPlite luminescence; 100% = ROCK inhibitor wells, 0% = DMSO; in the data active means survival enhancement above about 18%;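 further: cells exposed to compounds for 16 hours before the ATP read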
ABCB6 inh MLPCN – human ABCB6 transporter inhibition; Q9NP58; fluorescence ratio to DMSO, % at 10 µM; 360,000 tested, 0.19% active; K562-ABCB6 porphyrin accumulation, flow cytometry, 1 h; hits give low values; AID 602162;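 active means fluorescence ratio to DMSO below 75%, the collection mean minus 3 SD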;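 further: signal is porphyrin accumulated inside mitochondria; 100% equals median channel fluorescence of DMSO control wells; lower ratio means ABCB6 inhibition with less porphyrin fluorescence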
MC4R antagonist – blocks human MC4R cAMP signaling. P32245. MC4R-expressing cells, MTII-stimulated cAMP, LANCE TR-FRET. inhibition, % at 6.5 µM. 360,000 tested, 0.48% active. AID 540295;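 active means inhibition above its plate's cutoff, the mean of tested wells on that plate plus 3 SD, cut at about 29% in these data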;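 further: 0% = Melanotan II alone and 100% = Melanotan II plus saturating MCL0020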
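Assay system: U2OS cells stably expressing human melanocortin 4 receptor (MC4R) / Dosing: 6.5 µM / Timing: compound 30 min, challenge 1 h, detection 1 h / Measured by: Eu-cAMP/anti-cAMP TR-FRET, emission 671 nm / Replicates: singlicate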
Glyco luc inh – N-linked glycosylation inhibition; D54 ERlucT glycosylation luciferase reporter, 24 h; percent of 100 nM tunicamycin response; reporter increase, % at 12.5 µM; 360,000 tested, 0.23% active; AID 588692;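 active means mean luciferase reporter signal, scaled so untreated is 0 and the glycosylation-blocking control 100, at or above a set limit in every replicate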;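 further: luciferase carries N-glycosylation sites so blocking glycosylation raises the light; 0% = median of neutral control wells and 100% = median of 100 nM tunicamycin wells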
Exocytosis inh – lytic granule exocytosis inhibition; AID 651702; inhibition, % at 10 µM; 360,000 tested, 0.66% active; TALL-104 LAMP-1 surface exposure, flow cytometry; cells stimulated with thapsigargin and PMA;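 active means inhibition above about 55%, limit read from the data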
HTR2A ag – mouse HTR2A agonism via beta-arrestin recruitment; P35363; CHO-K1 mHTR2A beta-arrestin complementation, luminescence; percent of 30 µM serotonin response; activation, % at 7.6 µM; 360,000 tested, 0.66% active;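 active means activation above a run cutoff, the mean activation of all tested compounds plus 3 SD, cut at about 14% in these data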;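 further: 0% = plate median of compound wells and 100% = 30 µM serotonin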
ABHD5-PLIN5 inh – inhibitors of human ABHD5-perilipin-5 interaction. Split G. princeps luciferase complementation, luminescence, 4 h. inhibition, % at 4 µM. 360,000 tested, 0.78% active. AID 602281;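 active means inhibition above the mean inhibition across every tested compound plus 3 SD, cut at about 22% in these data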;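 further: 0% = DMSO only wells and the 100% control is not disclosed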
Target sequence (Q00G26 whole entry, looked up): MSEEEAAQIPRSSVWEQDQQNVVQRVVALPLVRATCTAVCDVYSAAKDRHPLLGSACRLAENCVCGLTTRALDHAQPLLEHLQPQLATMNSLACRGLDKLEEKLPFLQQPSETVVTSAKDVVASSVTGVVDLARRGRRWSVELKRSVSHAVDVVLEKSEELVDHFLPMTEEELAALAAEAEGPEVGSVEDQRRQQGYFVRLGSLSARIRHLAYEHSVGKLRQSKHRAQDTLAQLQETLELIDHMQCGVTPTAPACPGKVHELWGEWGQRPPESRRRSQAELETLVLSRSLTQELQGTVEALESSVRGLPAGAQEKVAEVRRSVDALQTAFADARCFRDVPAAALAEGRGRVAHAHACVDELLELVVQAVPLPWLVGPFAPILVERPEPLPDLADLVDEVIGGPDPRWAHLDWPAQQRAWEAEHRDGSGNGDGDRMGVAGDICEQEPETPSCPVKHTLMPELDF
Target sequence (Q8WTS1 whole entry, looked up): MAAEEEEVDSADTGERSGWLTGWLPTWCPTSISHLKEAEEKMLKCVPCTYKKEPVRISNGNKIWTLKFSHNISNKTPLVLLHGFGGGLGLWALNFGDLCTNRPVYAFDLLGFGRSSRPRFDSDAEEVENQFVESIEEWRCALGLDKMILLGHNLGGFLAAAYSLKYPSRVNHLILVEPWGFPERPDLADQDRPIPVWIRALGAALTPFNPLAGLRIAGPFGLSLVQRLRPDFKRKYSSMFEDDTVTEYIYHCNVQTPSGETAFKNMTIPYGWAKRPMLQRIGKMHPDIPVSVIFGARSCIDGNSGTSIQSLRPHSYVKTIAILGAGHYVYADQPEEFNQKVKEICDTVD
MC4R barr agon – activates human MC4R beta-arrestin recruitment | P32245 | U2OS MC4R beta-arrestin complementation, luminescence; percent of melanotan II response, DMSO zero | activation, % at 8.9 µM | 360,000 tested, 0.98% active | AID 540308;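 active means activation above a per-plate cutoff, the mean activation of sample wells on that plate plus 3 SD, cut at about 8% in these data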
aDG glyco up – alpha-DG glycosylation activation | Pro5-aDG cells, alpha-DG glycosylation AlphaScreen (IIH6); 0% Pro5, 100% B10-LARGE cell signal | activation, % at 10 µM | 360,000 tested, 0.22% active | AID 624168;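 active means activation of at least 8% versus controls, or a plate z-score of at least 8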;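 further: Pro5 are CHO cells carrying HIG-tagged alpha-DG that lacks glycosylation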
* hit, by the source's call; · = no result given.

SMILES	Cardio protect	iPSC survival up	ABCB6 inh MLPCN	MC4R antagonist	Glyco luc inh	Exocytosis inh	HTR2A ag	ABHD5-PLIN5 inh	MC4R barr agon	aDG glyco up
CCn1ccnc1CN1CCN(CC=C(C)C)C(CCO)C1 (stereo not drawn)	14	2.7	97	4	-1	-2	1	-5	1.1	-0.2
CCN1C(=O)[C@H]2[C@H]3CN=C(SCc4ccc(C(=O)OC)cc4)N3[C@@](Cc3ccccc3)(C(=O)OC)[C@H]2C1=O	39	-0.9	100	3	2	1	0	2	-2.6	-0.1
Cc1ccccc1C(=O)NC(=S)NCCC1=CCCCC1	-12	0.4	99	-8	1	-1	6	5	5.8	0.4
CC(=O)Nc1ccc(NC(=O)c2ccc(NS(=O)(=O)c3cc(C(C)(C)C)cc(C)c3C)cc2)cc1	5	-1.8	112	7	0	-2	3	-2	7.3	-0.3
Oc1c(CN2CCOCC2)ccc2ccccc12	-1	3.7	94	2	0	86*	4	14	3.4	0.2
COc1ccc(-n2c(Cn3c(=O)sc4ccccc43)nnc2SCC(N)=O)cc1	7	-1.8	96	-1	0	-3	14	5	-0.5	0.0
O=C(c1ccc(OC2CCN(C(=O)c3cccnc3)CC2)cc1)N1CCCCCC1	-8	2.0	99	13	0	-4	2	0	-0.4	0.3
c1ccc(-c2csc(Nc3ccc4c(c3)OCO4)n2)cc1	-10	0.0	98	·	-11	-1	-5	1	·	-0.4
CCOc1ccc(C(=O)N(CC)CC(=O)Nc2ccc3c(c2)OCCO3)cc1OCC	0	-0.2	104	2	0	2	-1	-1	-0.9	-0.1
Cc1c(NC(=O)CSCc2ccco2)c(=O)n(-c2ccccc2)n1C	-2	-0.5	97	14	0	0	8	-8	-0.7	0.1
O=C(COc1cccc(Cl)c1)NCc1ccccc1	0	0.3	94	19	-1	-1	-2	3	1.2	0.1
COc1ccc(NC(=O)COC(=O)C2CCCN2C(=O)OC(C)(C)C)cc1Cl (stereo not drawn)	3	-1.0	93	5	0	8	3	4	2.0	-0.1
Cc1cccc(N(C(=O)CCC(=O)Nc2cc(C)on2)C(C(=O)NC2CCCC2)c2ccccc2)c1 (stereo not drawn)	-1	0.2	96	1	-2	17	-5	4	0.2	0.0
COc1ccc(C(CNC(=O)c2cccc(S(=O)(=O)Nc3ccccc3OC)c2)N2CCCCC2)cc1 (stereo not drawn)	23	-0.5	100	11	-7	0	-13	-1	-0.7	3.0
COc1ccc(-c2cc(=O)c3cc(O)ccc3o2)cc1	-10	-0.4	103	-22	-3	0	0	2	0.9	-0.1
CCC(CC)C(=O)OCC(=O)Nc1cccc([N+](=O)[O-])c1	-8	-0.3	103	11	0	-1	5	-4	1.2	0.0
COc1ccc(/C(O)=C2/C(=O)C(=O)N(CCN3CCOCC3)C2c2ccccn2)cc1OC (stereo not drawn)	6	-0.5	97	1	1	-3	-2	-3	1.8	0.4
Cc1cccc(N2CCN(Cc3nc(CC4CC4)no3)CC2)n1	3	1.0	99	2	2	0	1	-1	-0.4	-0.2
CSCCC(N=C1NS(=O)(=O)c2ccccc21)C(=O)N1CCCC(C(N)=O)C1 (stereo not drawn)	1	0.2	95	4	2	-4	4	7	-1.9	-0.2
O=C(O)/C=C/C(=O)N1CCN(S(=O)(=O)c2cccc(C(F)(F)F)c2)CC1	6	-0.4	95	12	0	-3	-2	2	-0.3	-0.3
COc1ccc(Cc2nnc(SCC(=O)N3CCCCC3)o2)cc1	-1	-2.6	101	-2	1	-4	1	0	-2.3	0.1
O=c1[nH]c(=O)n(C2CC(O)C(CO)O2)cc1Br (stereo not drawn)	0	-1.1	105	-5	36*	-2	2	10	1.8	-0.3
O=C(NNc1ccccc1[N+](=O)[O-])Nc1ccc(Cl)c(Cl)c1	-25	-1.2	98	-9	-7	-3	-7	-1	1.2	1.1
c1ccc(-c2noc(-c3ccc4ccccc4c3)n2)nc1	-18	-2.8	97	4	-24	-2	-2	-1	-1.1	0.3
O=C(Nc1nc(-c2cc3ccccc3oc2=O)cs1)c1ccc(Br)o1	5	-0.2	91	8	-1	-5	1	0	3.7	-0.1
Cc1ccc(S(=O)(=O)NCCNS(=O)(=O)c2ccc(C)cc2)cc1	-6	0.1	313	7	-2	-5	0	7	-0.1	-0.1
COc1ccc(N2CCN(C(=O)c3ccc(Cl)c(S(=O)(=O)N4CCOCC4)c3)CC2)cc1	-7	-4.3	92	8	-1	-9	-2	1	0.3	-0.1
CCN(CC)c1ccc2cc(C(=O)NCc3ccc(F)cc3)c(=N)oc2c1	-9	-0.3	196	22	-2	38	2	10	13*	1.4
COc1ccc(/C(C)=N/NC(=O)c2ccc(N(C)C)cc2)cc1	-1	-0.7	114	5	-1	-4	-6	1	-1.7	-0.1
COc1ccc(/C=N/Nc2nccnc2Cl)cc1	-12	-1.6	98	-5	-16	0	-4	-3	-0.7	-0.1

Ordered by length of the SMILES (lowest first): 10 of the compounds above
SMILES	Cardio protect	iPSC survival up	ABCB6 inh MLPCN	MC4R antagonist	Glyco luc inh	Exocytosis inh	HTR2A ag	ABHD5-PLIN5 inh	MC4R barr agon	aDG glyco up
COc1ccc(/C=N/Nc2nccnc2Cl)cc1	-12	-1.6	98	-5	-16	0	-4	-3	-0.7	-0.1
O=c1[nH]c(=O)n(C2CC(O)C(CO)O2)cc1Br (stereo not drawn)	0	-1.1	105	-5	36*	-2	2	10	1.8	-0.3
Cc1cccc(N2CCN(Cc3nc(CC4CC4)no3)CC2)n1	3	1.0	99	2	2	0	1	-1	-0.4	-0.2
COc1ccc(/C(C)=N/NC(=O)c2ccc(N(C)C)cc2)cc1	-1	-0.7	114	5	-1	-4	-6	1	-1.7	-0.1
O=C(Nc1nc(-c2cc3ccccc3oc2=O)cs1)c1ccc(Br)o1	5	-0.2	91	8	-1	-5	1	0	3.7	-0.1
Cc1ccc(S(=O)(=O)NCCNS(=O)(=O)c2ccc(C)cc2)cc1	-6	0.1	313	7	-2	-5	0	7	-0.1	-0.1
CCN(CC)c1ccc2cc(C(=O)NCc3ccc(F)cc3)c(=N)oc2c1	-9	-0.3	196	22	-2	38	2	10	13*	1.4
CSCCC(N=C1NS(=O)(=O)c2ccccc21)C(=O)N1CCCC(C(N)=O)C1 (stereo not drawn)	1	0.2	95	4	2	-4	4	7	-1.9	-0.2
O=C(O)/C=C/C(=O)N1CCN(S(=O)(=O)c2cccc(C(F)(F)F)c2)CC1	6	-0.4	95	12	0	-3	-2	2	-0.3	-0.3
COc1ccc(N2CCN(C(=O)c3ccc(Cl)c(S(=O)(=O)N4CCOCC4)c3)CC2)cc1	-7	-4.3	92	8	-1	-9	-2	1	0.3	-0.1

(further entries)
SMILES	Cardio protect	iPSC survival up	ABCB6 inh MLPCN	MC4R antagonist	Glyco luc inh	Exocytosis inh	HTR2A ag	ABHD5-PLIN5 inh	MC4R barr agon	aDG glyco up
O=C(CNC(=O)c1ccccc1Cl)OC1CCOC1=O (stereo not drawn)	10	-1.5	91	12	2	0	0	3	-3.4	-0.3
CC(C)S(=O)(=O)N1CCCC(c2cc(C(=O)NCc3ccccc3)no2)C1 (stereo not drawn)	-4	0.7	97	14	-1	0	-5	-7	2.2	0.2
CC(=O)N1CCN(c2ccc(NCc3cccc4ccccc34)cc2)CC1	-3	1.5	98	-1	0	8	-2	-2	-1.0	-0.1
COc1ccc(CCNc2ccc(C(CC(N)=O)NC(=O)c3ccccc3)cc2[N+](=O)[O-])cc1 (stereo not drawn)	0	-0.4	90	2	0	-1	-1	7	3.3	0.0
O=C1c2ccccc2C(=O)N1c1ccccc1S(=O)C(F)(F)F (stereo not drawn)	-2	0.3	96	1	2	-1	8	12	0.0	0.2
COc1ccc(S(=O)(=O)N(C)c2ccc(C(=O)Nc3cccnc3)cc2)cc1	-3	-0.3	97	3	-4	0	-5	4	-3.6	-0.2
COc1cccc(OC)c1NC(=O)CN1CCN(C)CC1	4	-0.6	97	4	0	-2	-3	11	-2.8	0.0
CCN(CC)S(=O)(=O)c1ccc2c(c1)nc(CCC(=O)OCC(=O)N1CCc3ccccc31)n2C	-4	-1.5	112	20	1	-1	1	-1	0.0	0.2
CCOC(=O)CC1(NC(=O)C2CCC(=O)N(Cc3ccccc3OC)C2)CCCCC1 (stereo not drawn)	2	-0.1	101	12	2	-13	4	-5	-1.1	0.8
O=C(CCC(=O)OCCCC(F)(F)C(F)(F)F)Nc1ccc(Cl)cc1Cl	-6	-1.9	97	-3	0	-2	-2	-3	1.4	-0.1
CCn1c(SCC(=O)Nc2ccc(OC)cc2OC)nc2nc3c(cc2c1=O)COC(C)(C)C3	9	-0.4	98	15	0	-4	1	6	-0.1	0.0
Cc1ccc(NC2=CC(=O)CC(C)(C)C2)cc1Cl	-6	-0.5	95	6	1	15	1	17	0.2	0.1
Cc1cc(F)ccc1NC(=O)C1CCN(S(=O)(=O)c2ccc3c(c2)CCCC(=O)N3)CC1	1	1.0	91	3	-1	-1	0	-3	-1.1	-0.1
COC(=O)c1c(NC(=O)C2CCC2)sc(C(=O)N(C)C)c1C	4	2.8	104	6	1	0	0	1	-2.3	0.0
Cc1cc([N+](=O)[O-])ccc1NC(=O)CN1C2CCC1CC(NC(=O)NC13CC4CC(CC(C4)C1)C3)C2 (stereo not drawn)	-11	-0.1	90	3	-6	4	-1	-1	2.1	4.0
CCCS(=O)(=O)N1CCC(C(=O)NCCN(C)Cc2ccccc2)CC1	6	5.3	104	0	-1	1	-9	7	-0.8	-0.1
NC(c1ccccc1)c1cccnc1 (stereo not drawn)	0	-0.9	103	3	0	-4	3	1	-0.8	0.0
CCOC(=O)c1c(-c2cccc([N+](=O)[O-])c2)csc1N	-4	0.5	94	-1	0	-1	2	-8	-1.0	0.0
c1ccc(-c2ncc3ccccn23)cc1	2	-0.5	105	3	1	2	-1	2	-1.2	-0.1
Cc1ccc(CN2CCNC2=O)cc1	10	1.0	98	0	-1	-1	-1	-1	0.3	-0.1
CCn1nnnc1SCC(=O)Nc1cc(OC)cc(OC)c1	0	0.7	91	0	-2	7	1	-10	-1.2	0.5
COc1ccc(NC(=O)CSc2nc(N)c(NC(=O)c3cccs3)c(=O)[nH]2)cc1	2	-0.7	102	7	1	-2	1	-1	-1.5	0.0
Clc1cccc(Cl)c1/C=N\Nc1nccs1	-4	3.7	98	1	-1	18	-1	-5	-1.5	-0.1
O=S(=O)(NC1CCCCC1)c1ccc(S(=O)(=O)N2CCN3CCCC3C2)cc1 (stereo not drawn)	-1	1.2	95	0	-4	0	-4	-6	-0.9	-0.1
CC1=NN(C(=O)CCc2ccccc2)C(O)(c2ccncc2)C1 (stereo not drawn)	-2	-0.2	90	1	0	2	4	4	0.3	-0.1
CCOc1ccc(NC(=O)c2cc3ccccc3cc2OC)cc1	-8	-0.2	107	-8	13	0	12	9	-0.1	0.1

Bioassay records: PubChem BioAssay, several laboratories

Hits appear at their usual frequency; any-hit rate near 4.5%.
